Bioassay records (PubChem)
RORgamma inh – qHTS for inhibitors of ROR gamma transcriptional activity; Drosophila S2 Gal4-RORgamma UAS-luciferase reporter, 20 h; Potency, µM (titrated, usually from 53.6 µM), without a hit: at the highest dose activity change, negative = inhibition, actives largely listed as inhibitors; 5.4% of 310,000 active; further: potency means the concentration at half of the fitted maximal effect; on the % scale 0 is the no-effect control and ±100 the full control effect; nearly all actives have a fitted effect of over 60% in size
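Read-out: Photinus luciferase luminescence; inhibitors lower reporter signal. Insect Schneider cells with Gal4-ROR gamma fusion under metallothionein promoter, UAS reporter; 700 uM final copper sulfate induction, 20 hr, ambient temperature.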
Menin MLL FP TR – qHTS Assay for Inhibitors Targeting the Menin-MLL Interaction in MLL Related Leukemias: Competition With Texas Red Labeled MLL-derived Mutant Peptide; O00255; Menin + Texas Red MLL mutant peptide, fluorescence polarization; Potency, µM (series often up to 61.6 µM), for inactives: at the highest dose FP activity change, negative = inhibition, most hits filed as inhibitors; 0.23% of 270,000 active; AID 1768, 2009; active means well fitted inhibition curve with a large enough effect in the polarisation, with a control signal flat, not every such curve was filed as active; inconclusive means small, poorly fitted or top-dose-only effect, or effect the other way, or a change in a side signal; inactive means no such curve, though single readings can be large or run the other way; the % refers to the polarisation; further: potency means the concentration at half of the fitted maximal effect; % of control where 0% means no effect; many of its hits are not listed in these tables
KCNH2 3.1 inh – qHTS for Inhibitors of KCHN2 3.1: Mutant qHTS. U2OS KCNH2 3.1, thallium flux FluxOr; stronger effect = lower value. activity change, % (tested at about 1.8 µM). Potassium voltage-gated channel subfamily H member 2, brain isoform KCNH2 3.1 (human). 0.95% of 340,000 active;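 active means maximum activity change below -70%; inconclusive means maximum activity change from -70% to -50%; inactive means maximum activity change above -50%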;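 further: thallium influx rate constant from kinetic fluorescence after stimulation buffer; on the % scale 0 is the no-effect control and ±100 the full control effect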
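Steps: virus added to U2OS suspension (4 h, RT, dark); medium with 10% FBS added, cells plated, 37 C overnight; FluxOr/Red40 loading buffer 45 min RT; stimulation buffer, 2 min kinetic read; rate constant normalized.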
Mito fusion act – qHTS Assay for Small Molecule Inhibitors of Mitochondrial Division or Activators of Mitochondrial Fusion; 0.23% of 320,000 active; S. cerevisiae fusion-defective mutant growth rescue, CellTiterGlo 48 h; AID 485298, 2010; Potency, µM (doses to about 46.1 µM), for the others: at the top dose growth rescue (activation), usual class: activators;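 further: potency means the concentration at half of the fitted maximal effect; % of control where 0% means no effect; nearly all actives have a fitted effect of over 45% in size; temperature-sensitive fusion mutants such as fzo1-1 at 37 °C on non-fermentable ethanol glycerol medium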
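Read-out: ATP-based luminescence (CellTiterGlo, 10 min ambient) reporting growth of fusion-defective ts yeast after 48 hours at 37C on glycerol/ethanol YPEG medium in the presence of compound.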
MBNL1 CUG block – qHTS Assay for Inhibitors of MBNL1-poly(CUG) RNA binding | TR-FRET MBNL1-His/biotin-(CUG)12 binding, 665/545 ratio | AID 2675, 2010 | 0.036% of 280,000 active | Potency, µM (top dose mostly 57.5 µM), inactives show at the highest dose activity change, negative = inhibition, actives largely listed as inhibitors; active means well fitted inhibition curve with a large enough effect in the signal ratio, with a control signal flat, not every such curve was filed as active; inconclusive means small, poorly fitted or top-dose-only effect, or effect the other way, or a change in a side signal; inactive means no such curve, though single readings can be large or run the other way; the % refers to the signal ratio; further: potency means the concentration at half of the fitted maximal effect; on the % scale 0 is the no-effect control and ±100 the full control effect
Target sequence (Q9NR56 whole entry, looked up): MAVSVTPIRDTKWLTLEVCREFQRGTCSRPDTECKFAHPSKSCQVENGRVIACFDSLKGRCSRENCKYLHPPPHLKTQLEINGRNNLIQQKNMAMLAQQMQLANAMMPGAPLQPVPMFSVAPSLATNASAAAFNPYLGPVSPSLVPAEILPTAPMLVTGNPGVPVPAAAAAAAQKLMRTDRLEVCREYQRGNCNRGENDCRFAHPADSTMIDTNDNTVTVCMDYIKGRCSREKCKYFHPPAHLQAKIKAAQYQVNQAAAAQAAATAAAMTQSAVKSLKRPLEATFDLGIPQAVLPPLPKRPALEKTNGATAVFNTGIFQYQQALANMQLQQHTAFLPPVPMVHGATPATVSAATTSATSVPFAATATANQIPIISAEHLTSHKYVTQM
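Inhibition of protein-RNA binding appears as loss of TR-FRET between terbium anti-His antibody on MBNL1-His and streptavidin-XL665 on biotin-(CUG)12. Activity is normalized to buffer-only and uninhibited-complex controls.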
NPC1 prom act – qHTS Assay for NPC1 Promoter Activators | Huh7 NPC1 promoter luciferase reporter, 24 h | Potency, µM (doses to about 9.22 µM), without a hit: at the top dose activation, actives largely listed as activators | 2.4% of 320,000 active | AID 485313, 2010;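 further: potency means the concentration at half of the fitted maximal effect; % of control where 0% means no effect; nearly all actives have a fitted effect of over 60% in size; reporter is driven by a mutant NPC1 promoter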
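NPC1 promoter–luciferase Huh7 cells; 24 h compound; luminescence.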
VP16 counter – VP16 counterscreen qHTS for inhibitors of ROR gamma transcriptional activity; Potency, µM (series often up to 53.6 µM), for the others: at the top dose activity, negative = inhibition, actives largely listed as inhibitors; Drosophila S2 Gal4-VP16 UAS-luciferase, luminescence, 20 h; 3.5% of 310,000 active;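 further: Gal4-VP16 expression switched on by copper sulfate through the metallothionein promoter; potency means the concentration at half of the fitted maximal effect; on the % scale 0 is the no-effect control and ±100 the full control effect; nearly all actives have a fitted effect of over 50% in size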
FLuc counter – qHTS profiling assay for firefly luciferase inhibitor/activator using purifed enzyme and Km concentrations of substrates (counterscreen for miR-21 project). Luciferin 4-monooxygenase (Photinus pyralis), P08659. purified FLuc, Km substrates, luminescence inhibition. Potency, µM (highest dose often 57.5 µM), inactives show at the top dose activity change, negative = inhibition, hits mostly inhibitors. 6.9% of 360,000 active. AID 588342, 2011;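 further: potency means the concentration at half of the fitted maximal effect; plate controls were vehicle for no effect and reference inhibitor for full effect; nearly all actives have a fitted effect of over 55% in size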
Target sequence (P08659 whole entry, looked up): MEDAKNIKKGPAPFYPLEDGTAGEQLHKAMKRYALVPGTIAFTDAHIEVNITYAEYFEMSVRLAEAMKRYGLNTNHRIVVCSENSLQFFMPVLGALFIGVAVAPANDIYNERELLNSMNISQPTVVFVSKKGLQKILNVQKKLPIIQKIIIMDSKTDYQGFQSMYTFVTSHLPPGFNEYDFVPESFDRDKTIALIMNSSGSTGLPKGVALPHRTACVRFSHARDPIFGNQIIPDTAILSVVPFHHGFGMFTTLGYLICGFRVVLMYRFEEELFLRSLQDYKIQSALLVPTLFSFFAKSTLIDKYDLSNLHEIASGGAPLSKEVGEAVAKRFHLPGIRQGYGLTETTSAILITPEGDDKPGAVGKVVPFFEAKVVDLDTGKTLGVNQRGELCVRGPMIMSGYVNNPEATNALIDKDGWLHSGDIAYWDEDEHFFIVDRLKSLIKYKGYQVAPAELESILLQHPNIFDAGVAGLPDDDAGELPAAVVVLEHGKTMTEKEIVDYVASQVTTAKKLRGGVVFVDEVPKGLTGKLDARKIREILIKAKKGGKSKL
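Purified P. pyralis luciferase (10nM final) with 10uM D-luciferin and 10uM ATP (Km levels) in 50mM Tris acetate pH 7.5, 10mM Mg acetate, 0.01% Tween-20, 0.05% BSA; qHTS 6-point titration, ~60 µM downward; luminescence read.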
ELG1 DNA repair – qHTS screen for small molecules that inhibit ELG1-dependent DNA repair in human embryonic kidney (HEK293T) cells expressing luciferase-tagged ELG1; HEK293T ELG1-luciferase reporter, luminescence, 16 h; DNA damage induced by 5-fluorouridine; Potency, µM (titrated, usually from 46.1 µM), inactives show top-dose activity change, negative = inhibition, usual class: inhibitors; 2.3% of 330,000 active; AID 504467, 2011; further: potency means the concentration at half of the fitted maximal effect; on the % scale 0 is the no-effect control and ±100 the full control effect; nearly all actives have a fitted effect of over 55% in size
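In this reporter screen, reduction of luminescence relative to DMSO vehicle indicated activity. Compounds and 5-fluorouridine were added together to 2,000 cells per well, incubated for 16 hr at 37 °C, then developed with ONE-Glo.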
Rab9 prom act – qHTS Assay for Rab9 Promoter Activators | Huh7 Rab9 promoter-luciferase reporter, luminescence, 24 h | Potency, µM (series often up to 9.22 µM), without a hit: at the highest dose activation, negative = inhibition, hits mostly activators | 2.8% of 320,000 active | AID 485297, 2010; further: potency means the concentration at half of the fitted maximal effect; % of control where 0% means no effect; nearly all actives have a fitted effect of over 60% in size
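Cells were plated at 1500 per well in reduced-serum medium with 10% FBS and left 2 h. Compound in DMSO was then added for 24 h at 37 °C. Reporter signal was read by luminescence after 10 min with luciferase detection reagent.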
PKM2 activator – qHTS Assay for Activators of Human Muscle isoform 2 Pyruvate Kinase; Pyruvate kinase PKM (Homo sapiens), P14618; purified PKM2, Kinase-Glo ATP luminescence, activation; response scale: 0% is enzyme alone, no compound; Potency, µM (titrated, usually from 57.5 µM), for inactives: at the top dose activation, actives largely listed as activators; 0.34% of 260,000 active; further: potency means the concentration at half of the fitted maximal effect; on the % scale 0 is the no-effect control and ±100 the full control effect; nearly all actives have a fitted effect of over 55% in size
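Purified hPK-M2 (>95%) run at intermediate activity with 0.1 mM ADP and 0.5 mM PEP in 50 mM imidazole pH 7.2, KCl, MgCl2; 1 h room temperature. ATP formed read by Kinase-Glo luminescence; normalized to uninhibited and no-enzyme controls.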
* hit, by the source's call; ? = inconclusive; . = no result given; & = joins results of further samples; [ ] = dose if it differs, or a comment. Unless noted, the call rests on the fitted dose curve; in most records, active means well fitted curve in the direction sought with a large enough effect; inconclusive means small, poorly fitted or top-dose-only effect, or another doubt; inactive means no such curve, though single readings can be large; an effect the other way counts as inactive or inconclusive.

SMILES | RORgamma inh | Menin MLL FP TR | KCNH2 3.1 inh | Mito fusion act | MBNL1 CUG block | NPC1 prom act | VP16 counter | FLuc counter | ELG1 DNA repair | Rab9 prom act | PKM2 activator
Cc1ccc(Cl)cc1N(CC(=O)NCc1ccc2c(c1)OCO2)S(C)(=O)=O | 25.0% | 7.5% | 12.4 | 0.9% | 0.3% | -5.8% | 2.7% | 5.7% | 4.6% | -5.9% | 0.4%
CCc1nn(CC(=O)N2CCN(c3cc(C)ccc3C)CC2)c(=O)c2cc3occc3n12 | -31.9% | . | -2.1 | -1.9% | -1.4% | -3.7% | -0.9% | 0.6%&-6.3% | 9.9% | -4.2% | .
CC(=O)N1C(=O)N(C(C)=O)C2C1N(C)C(=O)N2C(C)=O (stereo unspecified) | 7.8% | 24.9% | 11.2 | -4.0% | 9.2% | -4.1% | -7.1% | -2.3% | 14.3% | -13.9% | -1.8%
COc1ccc(NC(=O)CNC(=O)N2CC(=O)Nc3ccccc32)cc1OC | -9.3% | -2.8% | 7.3 | -2.6% | 9.6% | -2.7% | -5.1% | 0.5% | 0.7% | 2.3% | .
COc1ccc(Cc2nnc(NC(=O)Nc3ccccc3F)s2)cc1 | -8.2% | ? | 10.7 | 2.2% | 12.5% | 0.4% | -1.5% | -0.8% | ? | 4.2% | -0.4%
O=C(CCN1CCN(c2ccccc2)CC1)NNC(=S)Nc1ccccc1Cl | 8.91µM* | 15.4% | -20.3 | 2.9% | -3.0% | -5.5% | -19.8% | -5.8% | -13.2% | 0.8% | 0.9%
C/C(=N/NC(=O)CNC(=O)C1COc2ccccc2O1)c1ccc([N+](=O)[O-])cc1 (stereo unspecified) | 32.1% | 21.8% | -36.6 | -4.0% | ? | 1.4% | 6.9% | -2.1% | 1.2% | -0.2% | 2.7%
CCOc1ccc(CNC(=O)C2CCN(c3nn4c(=O)cc(C)nc4s3)CC2)cc1 | -2.3% | 5.5% | -21.1 | -6.3% | 1.8% | 0.7% | -10.3% | 5.0%&-8.1% | -6.3% | 4.4% | -11.6%
CC(C)CCOc1ccc(C(CC(N)=O)C(=O)O)cc1 (stereo unspecified) | -13.3% | -2.4% | -7.1 | -1.9% | -9.5% | 0.8% | -3.7% | 0.6% | -1.4% | 1.7% | 1.0%
CCOCCc1c(O)nc(SCC)[nH]c1=O | -15.5% | . | -2.4 | -1.8% | 11.5% | 2.1% | -8.4% | -3.2% | -10.5% | 1.6% | 2.2%
CC(C)C(CCNC(=O)CC(Cc1ccccc1)c1ccco1)c1ccco1 (stereo unspecified) | 26.9% | ? | 1.2 | -4.8% | -8.0% | 2.4% | -19.8% | -2.1% | 6.0% | -1.4% | ?
CCc1nc(SCC(=O)c2cccs2)c2oc3ccccc3c2n1 | 9.0% | 30.6%[activator] | -16.9 | 0.6% | 3.3% | 0.1% | 1.9% | 10.7µM* | ? | 18.2% | 2.6%
Cc1cc2ccccn2c1C(=O)c1ccc(NN)c([N+](=O)[O-])c1 | -31.5% | ? | -6.3 | 13.0% | ? | 0.4% | ? | -19.9% | -12.8% | -0.6% | -3.7%
Cc1noc(C)c1S(=O)(=O)N(Cc1ccccc1)C(C)C | 2.4% | . | -1.3 | -2.7% | . | -7.2% | -15.0% | -0.4% | -25.0% | 0.1% | -0.2%
Cn1ccc(C(=O)Nc2cccnc2Cl)n1 | . | -6.7% | 13.4 | 1.9% | -6.4% | 15.1% | . | 1.3% | ? | 11.9% | -4.2%
COCCNc1nnc(Cc2ccccc2)c(=O)[nH]1 | -4.9% | 2.3% | -5.3 | -8.3% | -2.6% | 1.2% | 6.4% | 2.7% | 2.9% | 10.9% | .
Cc1ccc(NCC(=O)N/N=C/c2cccc(Br)c2)cc1 | 5.1% | ? | -1.9 | -6.7% | -4.1% | 0.2% | -22.5% | 0.0% | ? | -1.3% | 3.1%
Cc1cc(N(C)C)nc(SC(C)C)n1 | -44.2% | -10.7% | -4.0 | -7.3% | -10.4% | -1.7% | -4.5% | -5.3% | 0.6% | -0.5% | -1.0%
CCOC(=O)c1c(NC(C)=O)sc2c(OC)cccc12 | -0.7% | 16.1% | 6.2 | 4.7% | 7.9% | -2.2% | 0.1% | 5.2% | 7.2% | 7.7% | 3.8%
Cc1cc(C)cc(CN2CCC(Oc3ccc(C(=O)N4CCCC4)cc3)CC2)c1 | -6.0% | ? | -11.8 | -0.9% | 11.2% | -0.3% | 5.1% | 1.4% | 9.5% | -4.6% | 1.9%
Cc1cccc(/C=N/NC(=O)c2ccc(NC(=O)c3ccc(Cl)cc3)cc2)n1 | -13.1% | ? | -12.6 | -1.3% | -0.3% | -3.6% | ? | -3.8% | 0.5% | 0.1% | 0.7%
CCOc1cc(C)c(C(C)C)cc1S(=O)(=O)N1CC(C)OC(C)C1 (stereo unspecified) | 20.3% | -15.3% | 7.7 | 4.1% | -4.9% | -1.2% | 6.7% | -2.8% | -10.7% | 0.1% | -2.1%
CCc1ccc(OC2=NS(=O)(=O)c3ccccc32)cc1 | -25.2% | -0.2% | -17.9 | -6.6% | -3.8% | 0.1% | -2.8% | -8.2% | 2.4% | -4.2% | 7.4%
COc1ccc(NC(=O)CN2CCN(S(=O)(=O)N3CCCCCC3)CC2)cc1 | 27.6% | -3.2% | -9.3 | -4.5% | -2.4% | 1.4% | -1.3% | 1.0% | 0.5% | -2.0% | -10.9%
CCOc1ccc(-c2cn[nH]c2N)cc1 | 33.7% | -5.9% | -13.3 | -2.6% | 0.5% | 17.3% | -6.1% | ? | 12.1% | 4.3% | -0.1%
(next part)
SMILES | RORgamma inh | Menin MLL FP TR | KCNH2 3.1 inh | Mito fusion act | MBNL1 CUG block | NPC1 prom act | VP16 counter | FLuc counter | ELG1 DNA repair | Rab9 prom act | PKM2 activator
COc1ccc(C)cc1-n1nnnc1SCc1cc(=O)n2cc(C)ccc2n1 | -2.6% | 13.0% | -19.4 | ? | ? | -10.8% | -5.7% | 1.3% | 17.8µM* | -26.4% | -21.8%
COc1cccc(C(=O)C2CCCN(Cc3ccc(OC)c(Cn4cncn4)c3)C2)c1 (stereo unspecified) | -4.0% | . | -2.6 | -0.5% | -10.2% | -1.9% | -0.3% | 4.7% | -2.2% | -0.9% | 4.5%
COc1c2ccoc2c(OC[C@@H](O)C(C)(C)OC)c2oc(=O)ccc12 | ? | 3.6% | 2.6 | 1.1% | 47.6%[activator] | -3.6% | 3.9% | 1.8% | -4.3% | 8.6% | 1.5%
Cc1c(-n2c(SCC(=O)O)nnc2-c2ccccc2Br)c(=O)n(-c2ccccc2)n1C | 3.2% | . | 12.3 | -2.2% | 3.1% | -1.2% | 6.6% | -1.6% | 14.6% | 1.5% | -1.0%
CCOC(=O)c1c(C)[nH]c(C(=O)Nc2cc(OCC)c(N3CCOCC3)cc2OCC)c1C | . | . | 0.9 | 1.9% | . | -0.3% | . | 2.8% | 4.61µM* | -3.9% | .
CCOc1ccc(C(C)(C)C)cc1S(=O)(=O)Nc1ccncc1 | . | -1.2% | -1.9 | 2.2% | -3.1% | 2.8% | . | -2.4% | 1.2% | -1.9% | -0.2%
CCc1cc(-c2n[nH]c(=S)n2CC(C)C)cs1 | 2.51µM* | -4.4% | 3.2 | 7.5% | 15.4% | -3.1% | 11.2µM* | 0.9% | 1.3% | 2.3% | -6.0%
O=C(COc1ccc(Br)cc1Cl)NNC(=O)c1ccccc1 | . | . | 4.4 | -2.6% | . | 6.0% | . | . | 22.7% | -8.3% | .
N#C/C(=C/c1ccccc1OCc1ccc(F)cc1)c1ccc(C(=O)O)cc1 | ? | -2.1% | 17.3 | 11.7% | -1.3% | -2.5% | 10.5% | 0.1% | -5.9% | 0.1% | -1.9%
CCCCn1c(SCc2ccc(Cl)cc2)nc2c1c(=O)[nH]c(=O)n2C | 13.2% | ? | -39.4 | 0.4% | -5.1% | 1.0% | ? | 2.9% | ? | -4.4% | 7.3%

Only part of the results is shown (hit frequency here may not be typical).
